From PubChem BioAssay
EPAC1 agonist: EPAC1 (human) agonism | O95398 | EPAC1 agonist qHTS, biochemical assay; response scale: 100% = response to 6.5 mM cAMP | Potency, µM (series often up to 154 µM), without a hit: at the top dose activation, usual class: activators | 360,000 compounds, 0.073% hits | AID 720707; note: potency is the fitted concentration of half-maximal effect; nearly all actives have a fitted effect of over 60% in size
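EPAC1 100 nM, Rap1B–BODIPY-GDP 250 nM, unlabeled GDP 50 uM; compound titration; 5 min RT; kinetic read ex480/em540 at 5-min intervals ×30 min; data normalized to 6.5 mM cAMP agonist control.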
Mm-Cpn inhibitor: inhibitors of Methanococcus maripaludis chaperonin (MmCpn) | Potency, µM (series often up to 76.9 µM), inactives show at the top dose activity, negative = inhibition, hits mostly inhibitors | purified Mm-Cpn ATPase, ADP Transcreener TR-FRET | 330,000 compounds, 0.031% hits; note: potency is the fitted concentration of half-maximal effect; % is set by controls: 0 for no effect and ±100 for the full control effect; nearly all actives have a fitted effect of over 80% in size
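25 nM Mm-CPN + cpd, 10 min 37°C; + 10 uM ATP, 30 min 37°C; buffer 30 mM Tris pH 7.4, 100 mM KCl, 5 mM MgCl2, 1 mM DTT; Transcreener ADP HTRF detection 30 min RT.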
PI5P4K alpha inh: PI5P4K alpha (human) kinase inhibition. P48426. PI5P4Kalpha enzyme, ADP-Glo luminescence, 60 min; stronger effect = lower value. max response, %. 330,000 compounds, 1.2% hits. AID 652105; active = max response of -50% or lower; inconclusive = between -30% and -50%; inactive = -30% or higher; note: value at the top dose of about 77 µM; % is set by controls: 0 for no effect and ±100 for the full control effect
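Luminescence from ADP-Glo served as readout of PI5P4Kalpha activity in a qHTS format. Reaction: enzyme, substrate, compound, ATP at 5 microM final, 60 min at RT.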
EPAC1 antag: antagonists of human EPAC1. EPAC1 GEF assay, Rap1b-BODIPY-GDP exchange fluorescence. Potency, µM (series often up to 115 µM), for inactives: at the highest dose activity change, negative = inhibition, hits mostly inhibitors. 360,000 compounds, 0.14% hits;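 note: potency is the fitted concentration of half-maximal effect; plate controls were vehicle for no effect and positive control for full effect; nearly all actives have a fitted effect of over 50% in size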
EPAC2 antagonist: antagonists of human EPAC2 | Q8WZA2 | EPAC2 GEF exchange of Rap1B-BODIPY-GDP, fluorescence | Potency, µM (series often up to 114 µM), without a hit: top-dose activity, negative = inhibition, actives largely listed as inhibitors | 360,000 compounds, 0.18% hits; note: potency is the fitted concentration of half-maximal effect; % is set by controls: 0 for no effect and ±100 for the full control effect; nearly all actives have a fitted effect of over 45% in size; many of its hits are not listed in these tables
Target sequence (Q8WZA2 whole entry, looked up): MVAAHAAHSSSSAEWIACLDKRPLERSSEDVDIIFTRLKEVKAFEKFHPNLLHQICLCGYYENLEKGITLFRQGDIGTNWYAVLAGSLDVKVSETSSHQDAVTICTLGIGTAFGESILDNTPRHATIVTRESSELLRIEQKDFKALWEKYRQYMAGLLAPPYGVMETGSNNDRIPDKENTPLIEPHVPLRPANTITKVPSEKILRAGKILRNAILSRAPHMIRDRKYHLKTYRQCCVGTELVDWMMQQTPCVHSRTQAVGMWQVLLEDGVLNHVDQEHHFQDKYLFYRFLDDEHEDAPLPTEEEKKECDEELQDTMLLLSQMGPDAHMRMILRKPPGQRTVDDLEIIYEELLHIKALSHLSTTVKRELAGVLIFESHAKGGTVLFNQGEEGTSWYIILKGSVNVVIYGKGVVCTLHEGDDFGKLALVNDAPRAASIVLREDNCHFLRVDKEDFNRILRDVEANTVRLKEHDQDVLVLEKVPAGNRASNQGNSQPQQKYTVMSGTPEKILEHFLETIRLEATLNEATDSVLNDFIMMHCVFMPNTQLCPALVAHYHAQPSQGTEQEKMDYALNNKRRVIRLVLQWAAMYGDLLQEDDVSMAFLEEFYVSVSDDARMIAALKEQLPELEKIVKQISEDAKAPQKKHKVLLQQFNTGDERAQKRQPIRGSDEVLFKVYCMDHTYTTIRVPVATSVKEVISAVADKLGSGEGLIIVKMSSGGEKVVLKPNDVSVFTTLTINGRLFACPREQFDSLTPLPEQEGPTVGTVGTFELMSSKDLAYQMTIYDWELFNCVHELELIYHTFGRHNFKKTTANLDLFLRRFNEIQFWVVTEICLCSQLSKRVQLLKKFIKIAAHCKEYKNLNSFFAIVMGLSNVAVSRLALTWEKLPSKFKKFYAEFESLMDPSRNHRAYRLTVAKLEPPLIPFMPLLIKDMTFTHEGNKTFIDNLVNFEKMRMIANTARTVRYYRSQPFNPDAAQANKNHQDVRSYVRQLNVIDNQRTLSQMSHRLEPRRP
CCT modulator: changes cytosolic chaperonin activity. purified chaperonin ATPase assay, HTRF ADP detection, 30 min. activity change, % (no concentration beside the values), hits read low. 360,000 compounds, 0.3% hits. AID 651819; in the data active = activity change below about -30%; note: % is set by controls: 0 for no effect and ±100 for the full control effect
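We incubate TRiC, 40 or 20 nM final, with library compounds at 76 uM and 10 uM ATP for 30 min at 37 °C. ADP formed is detected with Transcreener HTRF reagents after 30 min at room temperature.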
PLK1 PBD inh: inhibitors of human PLK1 polo-box domain binding; 360,000 compounds, 2.8% hits; P53350; Potency, µM, for inactives: max response, negative = inhibition, most hits filed as inhibitors; Plk1 PBD binding of FITC phosphopeptide, fluorescence polarization; AID 720504; note: potency is the fitted concentration of half-maximal effect; series mostly up to about 57 µM; % is set by controls: 0 for no effect and ±100 for the full control effect; nearly all actives have a fitted effect of over 65% in size
WRN inhibitor: inhibitors of human WRN helicase; WRN helicase unwinding, fluorescent forked duplex, kinetic; Potency, µM (doses to about 114 µM), for the others: at the highest dose activity change, negative = inhibition, most hits filed as inhibitors; 360,000 compounds, 0.46% hits; AID 651768; note: potency is the fitted concentration of half-maximal effect; % is set by controls: 0 for no effect and ±100 for the full control effect; nearly all actives have a fitted effect of over 55% in size
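WRN at 20 nM final was preincubated with compound for 15 min at room temperature; reaction started with 100 nM forked duplex oligonucleotide carrying fluorophore and quencher plus 2 mM ATP (final). Unwinding followed kinetically by red fluorescence (ex 525/em 598 nm).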
* marks the source's active call; other numbers are inactive results; ? = inconclusive; nt = no result given; [ ] = dose if it differs, or a comment. Unless noted, calls come from the whole dose curve; as a rule, active = well fitted curve in the direction sought with a large enough effect; inconclusive = small, poorly fitted or top-dose-only effect, or another doubt; inactive = no such curve, though single readings can be large; an effect the other way counts as inactive or inconclusive. An excerpt. The share of hits here may be higher or lower than overall.

SMILES | EPAC1 agonist | Mm-Cpn inhibitor | PI5P4K alpha inh | EPAC1 antag | EPAC2 antagonist | CCT modulator | PLK1 PBD inh | WRN inhibitor
COc1ccc2oc(-c3ccc(C)c(NC(=O)c4ccc(N5CCOCC5)c([N+](=O)[O-])c4)c3)nc2c1 | 7% | 0% | nt | 4% | 0% | -2.2 | -1% | 0%
CCOc1c(Br)cc(C(=O)OCC(=O)N2CCc3ccccc3C2)cc1OC | 14% | 1% | 10 | 7% | -12% | 0.1 | -6% | -4%
Cc1nnnn1/C(=C\c1ccccc1)C(=O)OCC(=O)N(C)C1CCS(=O)(=O)C1 (stereo not drawn) | 2% | 3% | 2 | -13% | 3% | -3.3 | -18% | -29%
O=C(NCCCN1CCOCC1)c1cc(Cl)ccc1Cl | 22% | -1% | 0 | 9% | 7% | -1.7 | 3% | -2%
COc1ccc2c(ccc[n+]2CC(=O)c2ccccc2)c1 | -8% | 1% | -1 | 15% | 6% | 1.5 | 6% | 2%
COC(=O)[C@]12CCCCC=C1N(Cc1ccc(Cl)cc1Cl)C(=O)[C@H](CC(=O)NCCCN1CCCC1=O)C2 | 2% | nt | 5 | -12% | -3% | -0.7 | -11% | 1%
CC1(C)C=Cc2c(ccc3c2OC[C@@H](c2ccc(O)cc2O)C3)O1 | 1% | nt | 7 | -20% | -20% | 2.1 | -6% | -6%
CCC1CCCCN1CCCNC(=O)CS(=O)(=O)Cc1nc(-c2cccc(OC)c2)oc1C (stereo not drawn) | -7% | -3% | 3 | -12% | 8% | -0.7 | -11% | 10%
CCNC(=S)N1CCN(S(=O)(=O)c2cccc(C(F)(F)F)c2)CC1 | -15% | -2% | -3 | -6% | 19% | -1.8 | -2% | 8%
COc1ccc(C(=O)Nc2nc(OCC(F)(F)F)cnc2/C=C\c2ccccc2)c(OC)c1 | 4% | nt | 1 | -21% | -1% | 0.4 | -13% | -6%

Quoted from the entries so far, 2 compounds:
SMILES | EPAC1 agonist | Mm-Cpn inhibitor | PI5P4K alpha inh | EPAC1 antag | EPAC2 antagonist | CCT modulator | PLK1 PBD inh | WRN inhibitor
CCNC(=S)N1CCN(S(=O)(=O)c2cccc(C(F)(F)F)c2)CC1 | -15% | -2% | -3 | -6% | 19% | -1.8 | -2% | 8%
COc1ccc(C(=O)Nc2nc(OCC(F)(F)F)cnc2/C=C\c2ccccc2)c(OC)c1 | 4% | nt | 1 | -21% | -1% | 0.4 | -13% | -6%

Carrying on.
SMILES | EPAC1 agonist | Mm-Cpn inhibitor | PI5P4K alpha inh | EPAC1 antag | EPAC2 antagonist | CCT modulator | PLK1 PBD inh | WRN inhibitor
Cc1c(CC(=O)N2CCN(C(=O)C3COc4ccccc4O3)CC2)c(=O)oc2c(O)c(O)ccc12 (stereo not drawn) | -8% | -2% | -25 | 100µM* | 5% | -1.4 | ? | 10µM*
O=C(NCc1ccncc1)C12CC3CC(CC(Cl)(C3)C1)C2 | -5% | -1% | -1 | -2% | 12% | 0.8 | -1% | ?
COc1cccc(CN2CC(O)=C(c3nc(-c4ccc(Cl)cc4)cs3)C2=N)c1 | -14% | nt | -7 | 2% | 10% | -0.4 | -1% | 7%
Cc1ccc(C)c(N2CCN(C(=O)C3CCCN(S(=O)(=O)c4c(C)[nH]c(=O)[nH]c4=O)C3)CC2)c1 (stereo not drawn) | -8% | 1% | -11 | -9% | 5% | 1.0 | -4% | -7%[57.1 µM]
O=C(Cn1cnc2c(cnn2-c2ccc(Cl)cc2)c1=O)NC1CCCCC1 | -8% | -3% | -2 | -1% | 1% | -0.9 | 7% | 2%
COc1ccc(-c2cc(C(=O)NCCCN3CCOCC3)c3ccccc3n2)cc1OC | 0% | -1% | -5 | -5% | 17% | 1.7 | -9% | -3%
COc1ccccc1NC(=O)C1CCCN(S(=O)(=O)c2ccc3[nH]c(=O)ccc3c2)C1 (stereo not drawn) | -2% | 0% | -2 | -19% | 2% | -1.5 | -10% | -2%
CCc1nc2ccc(C(=O)NCCCN3CCCC3=O)cn2c1N(CC)CCOC | 1% | nt | 2 | 14% | 3% | -0.1 | -4% | -2%
CCN1CCc2nc(N)sc2C1 | 10% | -1% | -19 | 1% | 4% | -5.1 | 4.2µM* | -34%
O=c1[nH]c(N2CCCCC2)nc2c1CCCC2 | 2% | 1% | -1 | -1% | -6% | -0.5 | -10% | -13%
Cc1nc2sc(C(c3ccco3)N3CCC4(CC3)OCCO4)c(O)n2n1 (stereo not drawn) | 6% | nt | nt | 5% | -1% | -1.1 | -3% | -9%[57.1 µM]
Cc1cccc(-n2ncc3c2CCCC3NC(=O)CCc2ccncc2)c1C (stereo not drawn) | 1% | 3% | 3 | 3% | -3% | -1.3 | -6% | -6%
CC1CCN(c2nc3ccc(C(=O)N4CCN(Cc5ccccc5)CC4)cc3s2)CC1 | 8% | -1% | -1 | -16% | -18% | -0.9 | -2% | -10%
N#Cc1ccc(OCC(=O)Nc2cc(S(=O)(=O)N3CCOCC3)ccc2N2CCCC2)cc1 | -2% | nt | -3 | 9% | 4% | -1.8 | -2% | 7%
COc1ccc(C(=O)Nc2ccc(C)cc2C(=O)c2ccccc2)c(OC)c1 | 19% | -4% | 9 | -6% | -7% | -2.2 | -18% | -22%
CC(C)C(=O)N1CCN(c2ccccc2NC(=O)c2ccc3c(c2)OCCO3)CC1 | 0% | nt | -26 | ? | 1% | -0.2 | -17% | -19%
CCc1ccc(-c2cc(C)no2)cc1S(=O)(=O)N1CCN(c2ccccc2OC)CC1 | -7% | -3% | 7 | -6% | -16% | 0.1 | -3% | -15%
CC(Sc1nnc(-c2ccccc2)c(-c2ccccc2)n1)C(=O)NCC1CCCO1 (stereo not drawn) | 5% | -1% | 1 | -25% | -10% | -4.3 | -24% | -5%
S=C(NCC1CCCO1)Nc1ccc(Cl)cc1 (stereo not drawn) | 3% | 2% | 0 | -8% | 5% | -0.9 | -10% | 3%
Cc1ccc2cc(CN(C)S(C)(=O)=O)c(=O)[nH]c2c1 | 14% | 1% | 1 | -18% | 2% | -1.7 | -10% | 1%
COc1ccc(OC)c(S(=O)(=O)NCCC(C)C)c1 | -4% | -2% | -6 | -5% | -1% | 0.5 | ? | 5%
O=C1CCC(C(=O)OC(C(=O)c2c[nH]c3ccccc23)c2ccccc2)=NN1 (stereo not drawn) | -8% | -17% | -6 | -17% | ? | -3.6 | ? | 2%
C=CCn1cnc2c(c1=O)c1nc3ccccc3nc1n2/N=C/c1cccc(OC)c1OC | -2% | -2% | nt | 16% | -1% | -2.1 | -29% | -12%
COCCNC(=S)N(CCc1c(C)[nH]c2ccc(Cl)cc12)Cc1cccs1 | 23% | 2% | 37 | -12% | -15% | -3.2 | -5% | -14%
CCc1ccc(Nc2nc(N)nc(CSc3nnnn3-c3ccccc3)n2)cc1 | 8% | 0% | -12 | -7% | -6% | -2.0 | -6% | -17%
Cc1ccc(C(=O)N/C(=C\c2ccco2)C(=O)N2CCOCC2)cc1C | -1% | -2% | 0 | 14% | -4% | -0.7 | -7% | 5%
CCc1ccc(C(=O)NC(C(=O)NCC2CCCO2)C(C)C)cc1 (stereo not drawn) | 5% | 1% | -2 | 0% | 2% | -1.3 | -22% | -1%
O=C(Nc1ccc2c(c1)OCCO2)c1cccc2nc3ccccc3nc12 | -1% | -1% | -11 | -4% | -1% | -0.2 | -20% | -13%
Clc1ccc(-c2cn(-c3ccc(Cl)cc3)c3[n+]2CCCCC3)cc1 | 10% | 2% | 6 | 15% | 5% | 0.1 | -1% | -28%
O=C(CSCc1ccc(F)cc1)N1CCN(c2ccccc2)CC1 | 3% | -1% | nt | 11% | 13% | 1.5 | -8% | -1%
CCN1CCN(Cc2cc(=O)oc3cc(C)cc(C)c23)CC1 | -2% | 2% | nt | 13% | 9% | 1.5 | 0% | 3%
O=C(COc1ccc(S(=O)(=O)N2CCOCC2)cc1)NCc1ccccn1 | -10% | 1% | -6 | 5% | 10% | -0.2 | -5% | -13%
Cc1cccc(CS(=O)(=O)Cc2ccc(C(=O)NCCCN3CCOCC3)o2)c1 | -5% | 0% | -6 | 3% | 8% | -1.3 | -6% | 9%
O=C(Nc1nccs1)c1ccc(CSc2ccccc2)o1 | 11% | 0% | 5 | -24% | -3% | -1.4 | -22% | -1%
COCCn1c(SCC(=O)Nc2ccccc2F)nc2c([nH]c3ccccc32)c1=O | -13% | 0% | 5 | 0% | 0% | -0.6 | 0% | 1%
O=C1c2ccccc2-c2c1nc1c([n+]2[O-])CCCC1 | 0% | 0% | -7 | 8% | 2% | -4.2 | 2% | 2%
COc1ccc(CN2C(=O)c3cccnc3C2=O)cc1S(=O)(=O)N(C)c1ccc(C)cc1 | 11% | 0% | -2 | 6% | -6% | -0.3 | -22% | -7%
Cc1cc(S(=O)(=O)N(Cc2ccccc2Cl)c2ccc3c(c2)CCC3)ccc1-n1cnnn1 | 7% | 0% | 10 | -11% | 2% | -1.8 | 1% | -9%
Cc1onc(-c2ccccc2Cl)c1C(=O)Nc1cnn(Cc2ccccc2)c1 | -5% | 1% | 3 | -8% | -12% | -1.0 | 5% | -1%
CN(Cc1ccccc1F)c1cc2c(c3c1ccn3C)C1CCC2C1 (stereo not drawn) | -6% | nt | 0 | -27% | -28% | -0.6 | -13% | -16%
Cn1cc(-c2nnnn2-c2ccc(Cl)cc2)c(C(F)(F)F)n1 | -3% | 3% | 0 | -14% | 0% | -2.7 | 5% | 0%
Cc1ccc(CN2CC(N3CCN(c4ccccn4)CC3)CS2(=O)=O)cc1 (stereo not drawn) | -5% | nt | 3 | 6% | 17% | -7.4 | -8% | 0%
CC(C)(C)c1ccc(C(=O)Nc2ccc(O)c3c(=O)cc(-c4cccc(Cl)c4)oc23)cc1 | -13% | 4% | -22 | -18% | 8% | -3.1 | -4% | 12%
CCOC(=O)c1c(N2C(=O)Nc3ccccc3N2O)sc2c1CCCC2 | 10% | 0% | ? | -11% | ? | -0.9 | -22% | -10%
O=C(NC(Cc1ccccc1)C(=O)O)c1ccco1 (stereo not drawn) | 0% | 1% | 6 | -1% | 14% | -0.7 | -16% | -10%
Cc1ccc2c(c1)NC(=O)C(CC(=O)NCCN(C)C)O2 (stereo not drawn) | 1% | 2% | -1 | -19% | -2% | 1.8 | -10% | 6%
CCOc1ccc(OCCN2CCCCC2)cc1 | -1% | -1% | -1 | -4% | 11% | -0.7 | -4% | 4%
O=C(CSc1nnc(-c2ccc(O)cc2)n1-c1ccccc1)CC(=O)Nc1ccccc1 | 3% | -4% | -23 | 14% | -1% | -4.1 | -2% | -29%[57.1 µM]
